Screens (PubChem)
CAL PDZ FP-1 = CAL PDZ (human) peptide binding inhibition | actives 0.92% (n = 300,000) | Q9HD26 | inhibition, % at 24.9 µM | AID 602252 | purified CAL PDZ, TMR-peptide fluorescence polarization, 1 h;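 active = mean inhibition of at least 30% with at least half of replicates also reaching 30%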;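 note: 0% = DMSO neutral control and 100% = excess unlabeled competitor peptide PRC23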
MITF act = MITF TRPM1 promoter activation in melanoma cells. activation, % at 12.5 µM. SK-MEL-5 TRPM1-promoter luciferase, 24 h; % of positive control, neutral wells = 0. actives 0.75% (n = 300,000);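 active = mean activation of at least 80% with every replicate also reaching 80%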;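 note: 0% = neutral control wells and 100% = parthenolide positive control wells; values of inactives mirror those of a sister screen read the other way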
SR-BI DiI-HDL act = SR-BI HDL lipid transfer activation; actives 0.096% (n = 320,000); CHO ldlA[mSR-BI] cells, DiI-HDL uptake fluorescence, 3 h; 100 = double the neutral-control signal; activation, % at 12.5 µM; AID 504775;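 active = mean replicate activation of at least 60% and every replicate at or above 60%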;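 note: 0% = median plate neutral-control signal and 100% = twice that signal; values of inactives mirror those of a sister screen read the other way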
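Material: SR-BI-overexpressing, LDLR-lacking CHO cells; schedule: compound exposure 3 h, 37 °C; reagent: DiI-labelled HDL at 10 µg/mL final; technique: bottom-read fluorescence, 550/595 nm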
Rtt109 Vps75 = C. albicans Rtt109 histone acetyltransferase inhibition; inhibition, % at 34.9 µM; Q5AAJ8; actives 0.16% (n = 330,000); purified Rtt109/Vps75, ThioGlo CoA-SH fluorescence, 4 h;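 active = inhibition of at least 50% in every replicate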
Target sequence (Q5AAJ8 whole entry, looked up): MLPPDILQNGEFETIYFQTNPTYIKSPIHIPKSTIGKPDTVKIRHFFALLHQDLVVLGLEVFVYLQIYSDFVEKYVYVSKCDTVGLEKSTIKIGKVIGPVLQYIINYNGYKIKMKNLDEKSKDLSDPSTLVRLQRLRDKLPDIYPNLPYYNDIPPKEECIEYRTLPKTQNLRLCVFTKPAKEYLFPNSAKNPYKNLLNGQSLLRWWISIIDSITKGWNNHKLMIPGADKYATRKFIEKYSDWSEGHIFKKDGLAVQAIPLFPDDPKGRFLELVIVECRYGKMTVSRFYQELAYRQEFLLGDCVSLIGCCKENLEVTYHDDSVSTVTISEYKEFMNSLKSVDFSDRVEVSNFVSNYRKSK
CAL PDZ FP-2 = human CAL PDZ-peptide interaction inhibition. purified CAL PDZ, TMR-peptide fluorescence polarization, 1 h. AID 504414. inhibition, % at 20 µM. actives 0.02% (n = 330,000). Q9HD26;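 active = highest replicate inhibition of at least 40%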;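 note: plate controls were DMSO neutral control wells for no effect and unlabeled competitor peptide control wells for full effect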
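System: purified tagged CAL PDZ domain construct (CerCALP). Schedule: 1 h incubation at room temperature before polarization reading. Medium: 25 mM sodium phosphate pH 7.4, 150 mM NaCl, TCEP, IgG, Thesit. Read-out: percent inhibition from loss of millipolarization. Measured by: FP readout, S and P plane fluorescence. Probe or stimulus: fluorescent TMR peptide probe.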
PfHsp90 yeast 2 = growth inhibition of yeast expressing Plasmodium Hsp90; S. cerevisiae expressing PfHsp90, BacTiter-Glo ATP, 48 h; yeast lacking PDR1 and PDR3 efflux regulators; inhibition, % at 9.4 µM; actives 0.32% (n = 310,000);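 active = every replicate shows inhibition above about 80%, whatever the replicate mean, limit read from the data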;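 note: 0% = DMSO neutral controls and 100% = 20 µM radicicol positive controls; yeast relying on Plasmodium falciparum Hsp90 in place of its own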
PvdQ inh = blocks Pseudomonas aeruginosa PvdQ acylase activity; purified PvdQ acylase, fluorescence plate reader; inhibition, % at 10 µM; actives 0.063% (n = 340,000); in the data active = inhibition above about 30%, passing the limit was not always enough;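 note: 0% = vehicle neutral wells and 100% = reference inhibitor wells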
dFosB activator = mouse delta FosB homodimer activation; purified delta FosB, TAMRA-CDK5 oligo fluorescence polarization; percent of positive-control signal above neutral wells; activation, % at 25 µM; actives 0.99% (n = 340,000);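 active = mean activation above about 17%, with every replicate also reaching it, limit read from the data, passing the limit was not always enough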;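 note: fluorescence polarization rise as delta FosB binds a TAMRA Cdk5 AP-1 oligo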
SR-BI HDL uptake = mouse SR-BI HDL lipid transfer inhibition; Q61009; ldlA[mSR-BI] CHO cells, DiI-HDL uptake fluorescence, 3 h; inhibition, % at 12.5 µM; actives 0.96% (n = 320,000); AID 488896;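 active = mean replicate inhibition of at least 70% and a set share of replicates each scoring 70 or more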;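 note: 0% = median of neutral control wells and 100% = median of positive control wells; values of inactives mirror those of a sister screen read the other way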
Target sequence (Q61009 whole entry, looked up): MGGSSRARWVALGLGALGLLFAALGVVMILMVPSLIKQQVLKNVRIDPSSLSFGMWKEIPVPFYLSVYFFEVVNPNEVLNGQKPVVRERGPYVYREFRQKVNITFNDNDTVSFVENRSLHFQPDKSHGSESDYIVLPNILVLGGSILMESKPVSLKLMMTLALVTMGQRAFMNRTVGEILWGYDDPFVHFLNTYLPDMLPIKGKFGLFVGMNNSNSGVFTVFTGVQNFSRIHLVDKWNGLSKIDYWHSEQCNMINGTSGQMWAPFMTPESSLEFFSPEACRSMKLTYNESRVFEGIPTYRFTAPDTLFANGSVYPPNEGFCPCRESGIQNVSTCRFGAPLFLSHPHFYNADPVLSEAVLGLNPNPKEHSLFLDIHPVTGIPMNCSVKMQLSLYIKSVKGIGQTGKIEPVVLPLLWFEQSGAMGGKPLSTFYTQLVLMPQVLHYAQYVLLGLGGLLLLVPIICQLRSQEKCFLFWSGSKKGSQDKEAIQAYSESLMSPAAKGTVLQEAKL
NSD2 HMT inh = blocks human histone methyltransferase NSD2 | O96028 | NSD2 peptide methylation, AlphaScreen, 120 min | inhibition, % at 12.5 µM | actives 0.54% (n = 310,000) | AID 743445; in the data active = inhibition above about 50%
* hit, by the source's call; . = no result given.

SMILES | CAL PDZ FP-1 | MITF act | SR-BI DiI-HDL act | Rtt109 Vps75 | CAL PDZ FP-2 | PfHsp90 yeast 2 | PvdQ inh | dFosB activator | SR-BI HDL uptake | NSD2 HMT inh
COCCN(Cc1cc2cc(C)cc(C)c2nc1Cl)C(=O)Nc1ccccc1 | -4 | 11 | -3 | -8 | -1.7 | -5 | -8 | -7 | 3 | -1
O=C1/C(=C/c2ccc(F)cc2)SC(=S)N1NS(=O)(=O)c1ccccc1 | -2 | -8 | 15 | 4 | -1.9 | -5 | -22 | -5 | -15 | 5
Cc1ccc(S(=O)(=O)NCC(c2ccccc2)N2CCN(CCC#N)CC2)cc1 (configuration not stated) | 1 | 0 | -6 | -7 | . | -6 | -8 | -12 | 6 | -3
Clc1ccc(C=NNc2ccccn2)c(Cl)c1 | -5 | 0 | -13 | -3 | -0.4 | -36 | -8 | -1 | 13 | 0
COc1cc(-c2nn3c(Cc4ccccc4)nnc3s2)cc(OC)c1OC | . | -1 | -3 | 7 | -2.9 | . | -7 | -17 | 3 | -1
CCOC(=O)c1oc2ccccc2c1NC(=O)c1cc(OC)cc(OC)c1 | . | 1 | -42 | -3 | -1.6 | 12 | -4 | -7 | 42 | -8
CCC(=O)Nc1cccc(-n2nnnc2SCC(=O)N(C(C)C)C(C)C)c1 | . | 0 | -24 | 10 | -1.0 | -31 | -9 | -8 | 24 | -2
COc1ccc2cc(CN(CCCN3CCOCC3)Cc3nnnn3C3CCCC3)c(=O)[nH]c2c1 | -4 | 2 | 17 | 3 | -0.3 | -4 | -5 | -10 | -17 | .
Cc1cc(C)cc(NC(=O)C(NCCN2CCOCC2)c2ccccc2)c1 (configuration not stated) | 3 | -1 | 33 | -12 | -1.0 | . | -2 | -7 | -33 | 0
O=C(CCCSc1nc2ccccc2[nH]1)NC1=NCCS1 | -5 | -2 | 4 | 3 | -0.7 | -17 | -9 | 2 | -4 | 0
C/C(=N\NC(=O)c1nnn(-c2nonc2N)c1CSc1ccccc1)c1ccc2c(c1)OCO2 | -1 | -4 | -5 | 3 | -2.9 | -15 | -9 | 4 | 5 | -1
N#Cc1ccc(Cn2ccnc2C(=O)Nc2ccccc2)cc1 | 0 | 34 | -3 | 2 | -1.2 | -5 | -9 | -6 | 3 | -3

Quoted from the listing:
Under MITF act, COc1ccc2cc(CN(CCCN3CCOCC3)Cc3nnnn3C3CCCC3)c(=O)[nH]c2c1 reads 2
Under NSD2 HMT inh, COc1cc(-c2nn3c(Cc4ccccc4)nnc3s2)cc(OC)c1OC reads -1
Under NSD2 HMT inh, Clc1ccc(C=NNc2ccccn2)c(Cl)c1 reads 0
Under CAL PDZ FP-1, N#Cc1ccc(Cn2ccnc2C(=O)Nc2ccccc2)cc1 reads 0

Two entries picked at random from those above:
SMILES | CAL PDZ FP-1 | MITF act | SR-BI DiI-HDL act | Rtt109 Vps75 | CAL PDZ FP-2 | PfHsp90 yeast 2 | PvdQ inh | dFosB activator | SR-BI HDL uptake | NSD2 HMT inh
CCC(=O)Nc1cccc(-n2nnnc2SCC(=O)N(C(C)C)C(C)C)c1 | . | 0 | -24 | 10 | -1.0 | -31 | -9 | -8 | 24 | -2
Clc1ccc(C=NNc2ccccn2)c(Cl)c1 | -5 | 0 | -13 | -3 | -0.4 | -36 | -8 | -1 | 13 | 0

Next section:
SMILES | CAL PDZ FP-1 | MITF act | SR-BI DiI-HDL act | Rtt109 Vps75 | CAL PDZ FP-2 | PfHsp90 yeast 2 | PvdQ inh | dFosB activator | SR-BI HDL uptake | NSD2 HMT inh
CC(=O)C1=C(C)OC(N)=C(C#N)C1c1cc2cccc(C)c2nc1Cl (configuration not stated) | -4 | -14 | -3 | 5 | -0.4 | 35 | -10 | -2 | 3 | 2
O=C(Cn1nc(-c2ccccc2)ccc1=O)NCC1CCCO1 (configuration not stated) | -4 | -2 | 12 | -1 | 0.0 | 9 | -9 | -2 | -12 | -1
CC1(N=Cc2cc(Cl)ccc2O)COP(=O)(Nc2ccccc2)OC1 (configuration not stated) | -3 | -2 | 14 | -1 | -0.3 | -47 | -27 | -9 | -14 | -2
CCOC(=O)c1[nH]cnc1C(=O)N[C@@H](C)c1ccccc1 | -3 | 2 | 46 | -6 | -0.1 | 2 | -12 | 3 | -46 | .
Cc1c(NC(=O)OCCNC(=O)Nc2ccccc2)sc(=S)n1C | -1 | -10 | 10 | 5 | -0.7 | -18 | -9 | -3 | -10 | 4
O=C(NNC(=O)c1ccncc1)Nc1cccc(C(F)(F)F)c1 | -18 | -5 | 1 | -16 | -3.2 | -12 | -15 | 0 | -1 | -1
COc1ccc(NC(=O)CC(C)CC(=O)NCc2ccc(F)cc2)c(OC)c1 (configuration not stated) | -4 | -2 | -15 | -3 | -0.2 | -1 | -15 | -6 | 15 | -5
CN(C)c1ccc(C(=O)Nc2ccc(S(=O)(=O)NC3=NCCCCC3)cc2)cc1 | -4 | -4 | -5 | 0 | -0.6 | 23 | 2 | -3 | 5 | -2
Cc1cccc(N2CCN(C(=O)Cn3nc(Cc4ccncc4)c4ccccc4c3=O)CC2)c1C | -6 | -2 | -68 | -10 | -3.2 | 13 | -19 | -14 | 68 | .
Cc1ccc(S(=O)(=O)/N=C(/c2ccc(F)cc2)N2CCCC2)cc1 | -5 | -6 | 2 | -1 | -0.6 | -17 | -9 | 3 | -2 | -1
COc1cc(C(=O)NCC(c2cccs2)N2CCOCC2)cc(Br)c1OCc1ccccc1 (configuration not stated) | . | -10 | -27 | 1 | -3.3 | 51 | 1 | -8 | 27 | 2
CC(C)Nc1c([N+](=O)[O-])c(=O)oc2ccccc12 | -5 | -2 | 9 | 3 | -0.3 | 9 | -9 | 3 | -9 | 2
CC(=O)NC1=NN(C(C)=O)C(C)(CCS(=O)(=O)c2ccc(Br)cc2)S1 (configuration not stated) | -4 | 15 | 40 | -1 | -0.3 | -9 | -3 | 1 | -40 | -1
CCC(C)(C)NC(=O)CC(c1ccc(OC)cc1)n1cccc1 (configuration not stated) | -3 | -8 | -3 | 3 | 0.0 | 7 | -7 | -5 | 3 | 2
C=CCN1CCN(C(=O)CSc2ccccc2)CC1 | -1 | . | 21 | 7 | -0.2 | 10 | 5 | 2 | -21 | 0
Cc1ccc(NC(=S)Nc2ccc3cn[nH]c3c2)cc1C | 0 | -3 | -32 | 2 | -1.0 | 5 | -4 | -14 | 32 | 1
Cc1c(C(=O)CN2CCCC(C)(C)C2)c2ccccc2n1C | -4 | 0 | -76 | . | -1.0 | -50 | -17 | -8 | 76* | 1
Cc1cccc(CSC(=N)N)c1 | 5 | -2 | 36 | 2 | -0.1 | 6 | -12 | -1 | -36 | -1
CS(=O)(=O)Nc1ccc(-c2cc(/C=C3\SC(N)=NC3=O)c[nH]c2=O)cc1 | -3 | 13 | 33 | -3 | -2.0 | -9 | -1 | 0 | -33 | .
COCCN(C(=O)CSc1nc2ccccc2s1)c1c(N)n(Cc2ccccc2)c(=O)[nH]c1=O | 99* | -3 | -6 | 12 | -0.7 | -2 | -4 | -9 | 6 | 9
COCc1c(C(=O)N2CCN(S(=O)(=O)c3ccccc3Cl)CC2)oc2ccccc12 | 2 | -7 | -6 | 8 | -2.3 | 3 | 1 | -16 | 6 | 5
CC(=O)c1ccc(S(=O)(=O)Nc2ccc(-n3c(C)nc4ccccc4c3=O)cc2)cc1 | -3 | -3 | 20 | 7 | -3.0 | . | -13 | -10 | -20 | 3
COC(=O)c1cc2occc2n1CC(=O)Nc1ccc(OC)c(OC)c1 | -6 | 1 | 40 | -4 | 0.2 | 16 | 1 | -3 | -40 | -1
COc1ccc(OC)c(C2/C(=C(/O)c3ccc(C)cc3)C(=O)C(=O)N2Cc2ccco2)c1 (configuration not stated) | 0 | -5 | 13 | 4 | -2.0 | -6 | -8 | -1 | -13 | 0

Overlap with the part before: 4 compounds; new compounds follow.
SMILES | CAL PDZ FP-1 | MITF act | SR-BI DiI-HDL act | Rtt109 Vps75 | CAL PDZ FP-2 | PfHsp90 yeast 2 | PvdQ inh | dFosB activator | SR-BI HDL uptake | NSD2 HMT inh
COCc1c(C(=O)N2CCN(S(=O)(=O)c3ccccc3Cl)CC2)oc2ccccc12 | 2 | -7 | -6 | 8 | -2.3 | 3 | 1 | -16 | 6 | 5
CC(=O)c1ccc(S(=O)(=O)Nc2ccc(-n3c(C)nc4ccccc4c3=O)cc2)cc1 | -3 | -3 | 20 | 7 | -3.0 | . | -13 | -10 | -20 | 3
COC(=O)c1cc2occc2n1CC(=O)Nc1ccc(OC)c(OC)c1 | -6 | 1 | 40 | -4 | 0.2 | 16 | 1 | -3 | -40 | -1
COc1ccc(OC)c(C2/C(=C(/O)c3ccc(C)cc3)C(=O)C(=O)N2Cc2ccco2)c1 (configuration not stated) | 0 | -5 | 13 | 4 | -2.0 | -6 | -8 | -1 | -13 | 0
CCN(CC)CCOC(=O)c1ccc(NC(=O)CCCN2C(=O)S/C(=C/c3ccc(OC)cc3)C2=S)cc1 | 0 | -22 | . | 2 | 1.1 | -10 | -17 | -73 | . | 3
O=C(CCN1C(=O)c2cccc3cccc(c23)C1=O)NCc1ccco1 | 0 | 4 | -11 | 22 | -3.2 | -5 | 2 | -6 | 11 | -5
CCc1noc(C)c1C(=O)Nc1nc(-c2ccc(OC)c(OC)c2)cs1 | -4 | -6 | -64 | 4 | -2.8 | -10 | -5 | 0 | 64 | 0
CC(C)[C@H](NC(=O)[C@@H]1CSCN1C(=O)OC(C)(C)C)C(=O)NCC1CCC(C(=O)O)CC1 (some centres not stated) | -1 | 2 | 22 | -6 | -2.0 | 59 | -20 | 2 | -11 | -2
Cc1ccnc(SCCn2c(N3CCCCC3)nc3c2c(=O)n(C)c(=O)n3C)n1 | -3 | -2 | 19 | -3 | . | -4 | -11 | 1 | -19 | 0
CC(=O)c1cc2c(cc1NC(=O)CCn1cccc1)OCO2 | -5 | 7 | -4 | -6 | -0.7 | -13 | -10 | -3 | 4 | 0
COc1ccc2oc(=N)c(C(=O)Nc3ccccc3)cc2c1 | 0 | 25 | -60 | -50 | 0.1 | 2 | -4 | -12 | 60 | .
COc1ccc(C(=O)CC2(C(=O)O)CCCCC2)cc1 | . | 4 | 5 | 11 | 0.1 | -7 | -16 | -2 | -5 | -2
O=C(Nc1ccc(C(F)(F)F)cc1)C1CCCN1S(=O)(=O)c1cccc2cccnc12 (configuration not stated) | . | -13 | -18 | 31 | -4.2 | 5 | 6 | -4 | 18 | 0
CC(=O)NCC1COc2ccccc2O1 (configuration not stated) | -3 | 9 | . | -5 | -2.4 | 4 | -7 | -1 | . | 4
C/C(CC(=O)NC1CCCCC1)=N\NC(=O)c1ccc(Br)cc1 | -2 | -2 | . | -1 | -1.9 | 24 | -5 | -18 | . | 0

Rows are unselected; 4.3% or so of the library scored in one or more.
